TAG inh – reduces triacylglycerol accumulation in H9c2 cells; actives 0.66% (n = 230,000); Nile Red lipid (TAG) fluorescence; cells loaded with 200 µM oleic acid; inhibition, % at 12.5 µM;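 active means pattern-corrected inhibition of lipid staining of at least 50% with the nuclear-stain viability signal not falling by more than 50%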;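 further: 0% = DMSO wells and 100% = triacsin C control wells; some results filed as inactive read as strong as hits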
TAG inh DAPI viability – second read-out of TAG inh, no call of its own (marks repeat the call); DAPI nuclei signal change (viability), lower = more cytotoxic, %;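 whole-well DAPI fluorescence read on a plate reader as a viability signal; minus 50 percent equals half of cells still viable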
An asterisk follows results filed as active; i = inactive. The list is partial; rates above refer to the full screens.

Every second line gives: TAG inh | TAG inh DAPI viability
- COc1ccc(-c2oc3ccc(-c4cc(OC)c(OC)c(OC)c4)cc3c2C#Cc2ccccn2)cc1
    5 | i
- CC(OC(=O)C1=COCCO1)C(=O)Nc1ccc(Cl)cn1 (stereo not drawn)
    15 | -5
- Cc1ccc(S(=O)(=O)N2CCCN(C)c3nc4ccccc4nc32)cc1
    -23 | 11
- CCOC(=O)c1cc(C)n(Cc2ccccc2)c1C
    -1 | -10
- COc1cc(NC(=O)CCN2CCN(C)CC2)cc(OC)c1
    2 | 2
- CCN1C(=O)c2cccc3c(S(=O)(=O)Nc4c(C)n(C)n(-c5ccccc5)c4=O)ccc1c23
    -4 | 2
- O=C(c1nn2c(C(F)(F)F)cc(-c3ccccc3)nc2c1Cl)N1CCOCC1
    8 | 1
- O=C(NC1CCN(Cc2ccccc2)CC1)c1cccc(S(=O)(=O)Nc2ccc(Br)cc2)c1
    -2 | 12
- COCCN(C(=O)CCC(=O)Nc1cc(C)on1)C(C(=O)NC1CCCC1)c1ccccc1C (stereo not drawn)
    -20 | -3
- COc1ccc(NC(=O)c2sccc2-n2cccc2)cc1
    0 | -5
- O=c1nc(Nc2ccccc2)oc2ccccc12
    1 | 1
- C[C@@H]1CN([C@H](C)CO)S(=O)(=O)c2ccc(Br)cc2O[C@H]1CN(C)C(=O)Nc1ccc(F)cc1
    -29 | 0
- Cc1nc(-c2ccccn2)nc(SCC(=O)N2CCOCC2)c1Cl
    11 | -11
- CCn1c(SCC(=O)N2CCc3ccccc32)nc2c(c1=O)SC(C)C2 (stereo not drawn)
    -8 | 4
- COc1ccc(NC(=O)CSc2nnnn2-c2ccc(OC)cc2)cc1
    -18 | 5
- COc1cccc(C(=O)NNC(=O)Cc2cccs2)c1
    2 | 3
- CCOc1ccc(S(=O)(=O)NCCC(=O)NC2CCC(C)CC2)cc1 (stereo not drawn)
    -6 | 3
- O=S(=O)(NN=Cc1ccc(O)cc1O)c1cc(Cl)c(Cl)cc1Cl
    8 | -4
- O=C(Nc1cc(C(F)(F)F)ccc1-n1cncn1)c1ccc(F)cc1Cl
    -8 | 0
- O=C(N/C(=C\c1ccc(Br)cc1)C(=O)N1CCOCC1)c1ccccc1Cl
    -4 | -4
- COc1ccc(S(=O)(=O)Nc2ccc3c(c2)C(=O)N([C@H](C)CO)C[C@H](C)[C@@H](CN(C)C(=O)Nc2ccc(F)cc2)OCCCC[C@H](C)O3)cc1
    6 | 4
- C=CCNC(=S)NCCCCC1NC(=S)N(CC=C)C1=O (stereo not drawn)
    -9 | 5
- COc1ccc([C@H]2CC(=O)C=C(c3cc4ccccc4c4ccccc34)C2)cc1
    -27 | 3
- O=C(Nc1ccc2c(c1)oc1ccccc12)N1CCOCC1
    -10 | 10
- Cc1cccc(C)c1NC(=O)Cc1cccs1
    -1 | 0
- Cc1cccc(-c2nc(-c3ccncc3)no2)c1
    -7 | 4
- COc1cccc(CC(=O)OCC(=O)NCc2ccc3c(c2)OCO3)c1
    1 | 1
- CCCCNC(=O)c1onc(CSc2ccccc2F)c1C(=O)O
    -16 | 2
- CC(C)CCn1c2ccccc2c2cc(CC(N)=O)ccc21
    21 | -3
- O=C(c1cc(=O)[nH]c2ccccc12)N1CCN(S(=O)(=O)c2ccc(Cl)cc2)CC1
    16 | -7
- CCCCCNC(=O)C1CC=CCC1C(=O)O (stereo not drawn)
    -14 | 6
- Cc1cc(C(=O)CN2CCC(C)CC2)c(C)n1-c1ccc(F)cc1
    -10 | 10
- Cc1ccc(N=C2SCCCN2C(=O)C2=COCCO2)cc1Cl
    -12 | 5
- COc1cccc(C(=O)NC2CCNCC2)c1
    -2 | 0
- CCC(=O)Nc1ccc(Cl)c(NC(=O)c2ccc(Br)o2)c1
    5 | -7
- Cc1oc(-c2ccc3c(c2)OCCO3)cc1C(=O)NC(CCC(=O)O)C(=O)O (stereo not drawn)
    11 | 2
- COc1cccc(C(=O)Nc2cccc(C(=O)NC3=NN(c4c(Cl)cc(Cl)cc4Cl)C(=O)C3)c2)c1
    3 | -17
- COc1ccc(C(=O)Nc2ccc3c(c2)Cc2ccccc2-3)cc1
    -6 | 4
- Cc1cccc(C)c1N1CCN(c2n[nH]c(N)n2)CC1
    -9 | -3
- O=C(Cn1ccc(NC(=O)OCc2ccccc2)nc1=O)NCC1CCCO1 (stereo not drawn)
    5 | -5
- Clc1ccccc1C1=CC(c2ccco2)n2nnnc2N1 (stereo not drawn)
    18 | -3
- CCCCN(C)C(=O)C1CCN(Cc2ccccn2)CC1
    14 | -4
- Cc1ccccc1Nc1nc(N)nc(COC(=O)CCS(=O)(=O)c2ccc(Cl)cc2)n1
    -9 | -4
- Cc1[nH]c2ccccc2c1CCNC(=O)c1ccc2nccnc2c1
    1 | 5
- COc1ccc(C2CC(c3ccccc3OC(C)=O)=NN2C(C)=O)cc1 (stereo not drawn)
    -11 | 5
- CSC1=C(C#N)C(C)C2=C(CC(C)(C)CC2=O)N1 (stereo not drawn)
    -25 | 1
- COc1ccc(-c2cc(NC(C)=O)c3ncc(-c4cccc(C(C)=O)c4)n3c2)cc1OC
    4 | 3
- COCCCNC(=S)NNC(=O)c1ccc(C(C)(C)C)cc1
    3 | 0
- O=C(O)C1C2C=CC3(CN(Cc4ccccn4)C(=O)C13)O2 (stereo not drawn)
    2 | 2
- COc1cc(C2(c3ccc(O)c(OC)c3)C(=O)N(C)c3ccc(Br)cc32)ccc1O
    5 | -14
- Cc1ccc(Cl)cc1NC(=S)N(Cc1cccnc1)Cc1ccccc1Cl
    -15 | 2
- O=C(NC(=S)Nc1ccc2oc(=O)ccc2c1)c1ccccc1F
    2 | -3
- O=C(c1ccc(Cl)cc1)N(Cc1ccco1)C1CCS(=O)(=O)C1 (stereo not drawn)
    -4 | -7
- O=C(C1=C(O)C(=O)N(CCCN2CCOCC2)C1c1ccccn1)c1cc2ccccc2o1 (stereo not drawn)
    13 | 2
- COc1cc2c(C)nc3c(c(C)nn3-c3ccccc3)c2cc1OC
    13 | 58
- CCOC(=O)CC1C(=O)NCCN1C(=O)Nc1ccc(Cl)cc1 (stereo not drawn)
    11 | -11
- Cc1ccccc1C(=O)NC1CCN(CC(=O)Nc2ccc3c(c2)OCO3)CC1
    -15 | -6
- C[C@@H]1COC(=O)[C@@H](CC(=O)OC(C)(C)C)C/C=C\C[C@@H](CC(=O)NCCO)C(=O)N1
    3 | -6
- COc1ccc(/C=N/NC(=O)c2ccccc2O)cc1Cn1cc([N+](=O)[O-])cn1
    -6 | 4
- COc1cccc2sc(N(CCN(C)C)C(=O)/C=C/c3cccs3)nc12
    27 | 1

Entries of single compounds, looked up by structure. Values in the order: TAG inh	TAG inh DAPI viability
Cc1[nH]c2ccccc2c1CCNC(=O)c1ccc2nccnc2c1 is entered as 1	5
Cc1ccccc1Nc1nc(N)nc(COC(=O)CCS(=O)(=O)c2ccc(Cl)cc2)n1 is entered as -9	-4
C[C@@H]1COC(=O)[C@@H](CC(=O)OC(C)(C)C)C/C=C\C[C@@H](CC(=O)NCCO)C(=O)N1 is entered as 3	-6

(list continues)
Every second line gives: TAG inh | TAG inh DAPI viability
- CCOC(=O)C1CCCN(Cc2nc(N)nc(Nc3ccccc3OC)n2)C1 (stereo not drawn)
    1 | -4
- CCOC(=O)Cc1csc(SCC(=O)/C(C#N)=C(\C)N)n1
    12 | -1
- CCC(C)C(=O)N1c2ccccc2C(=C2SC(C(=O)OC)=C(C(=O)OC)S2)C(=S)C1(C)C (stereo not drawn)
    49 | 5
- CCOc1ccc(OCC)c(S(=O)(=O)NC2CC(C)(C)NC(C)(C)C2)c1
    14 | -11
- Clc1ncccc1-c1nc2ccccc2s1
    -7 | -6
- Cc1ccc(OC(=O)CCC(=O)Nc2ccc(C(N)=O)cc2)cc1
    2 | 13
- CCOC(=O)c1ccccc1NC(=O)/C=C/c1cc(OC)c(OC)c(OC)c1
    9 | 0
- CCNc1nc(NC(C)C)nc(NS(=O)(=O)c2ccc(C)cc2)n1
    5 | 1
- COC(=O)[C@]1(C)N[C@H](CN(C)C(=O)c2ccccc2)[C@@H]2C(=O)N(C)C(=O)[C@@H]21
    9 | 7
- C=CCNC(=S)/N=c1/ccccn1CCC
    -16 | -10
- CCOC(=O)Nc1ccc(OC(=O)Oc2ccc(NC(=O)OCC)cc2)cc1
    0 | -7
- CC/C=C/C(=O)N1CC2(CC(c3cccc(NC(=O)CCCCC)c3)=NO2)C[C@H]1C(N)=O (stereo partly drawn)
    14 | 5
- CN=C1N(C)C[C@@H]2[C@@H]3C(=O)N(Cc4ccccc4)C(=O)[C@@H]3[C@](Cc3ccccc3)(C(=O)OC)N12
    -8 | 1
- Cc1ccc(SCC(=O)Nc2nncs2)cc1
    1 | 4
- CCC(C)NC(=O)CSc1nnc(-c2cc(-c3cccs3)nc3ccccc23)o1 (stereo not drawn)
    8 | 9
- O=C(NNC1=NCCCCC1)Nc1ccc(Cl)cc1
    1 | -5
- CC1CCc2sc3nc(N4CCN(CCO)CC4)n4ncnc4c3c2C1 (stereo not drawn)
    2 | 1
- CC(=O)Nc1cccc(C(=O)OCC(=O)NC(=O)c2ccccc2)c1
    13 | -3
- COc1ccc(-c2csc(N(CCCN(C)C)C(=O)c3ccc(Br)cc3)n2)cc1
    11 | 15
- Cn1c(N)c(C(=O)COC(=O)CC(NC(N)=O)c2ccc(Cl)cc2)c(=O)n(C)c1=O (stereo not drawn)
    10 | -6
- COCCNc1oc(-c2cccs2)nc1S(=O)(=O)c1ccc(C)cc1
    2 | -3
- C[C@H](NC(=O)c1ncn2c1c(=O)[nH]c1ccc(Br)cc12)c1ccccc1
    9 | -5
- Cc1ccc(C(=O)NCCNC(=O)c2ccc(C)o2)o1
    -1 | -4
- Cc1ccc(NC(=O)Cn2nc(-c3ccco3)ccc2=O)cc1Cl
    16 | 1
- CCCn1cnc2c(N)c(C)c(C)cc21
    -15 | 6
- COc1ccc(CCN(C)CCN2C(=O)c3ccccc3C2=O)cc1OC
    -10 | 10
- Cc1cc(NC(=O)CSCC(=O)NCc2cccc(C(F)(F)F)c2)no1
    12 | 1
- COc1ccc(NC(=O)C(c2ccc(C)cc2)N(C)C(=O)CNC(C)=O)cc1 (stereo not drawn)
    2 | 8
- COCC1CCCCN1Cc1cn[nH]c1-c1ccc(OC)cc1OC (stereo not drawn)
    -10 | 1
- COC(=O)[C@]1(CC(C)C)N[C@H](c2ccc(-c3cccc(Cl)c3)cc2)[C@@H]2C(=O)N(C)C(=O)[C@@H]21
    61* | -2.7*
- CCCCCn1c(SCCCC)nc2c1c(=O)[nH]c(=O)n2C
    -19 | 15
- Cc1ccc(/C=N/N2CCN(Cc3ccccc3)CC2)s1
    12 | 4
- c1ccc(CN2CCN(CCN3CCn4c3nc3ccccc34)CC2)cc1
    21 | 3
- COc1cc2c(cc1OC)C(C)N(C(=O)Cn1ncc3c1-c1cc(C)ccc1OC3)CC2 (stereo not drawn)
    -3 | -8
- Cc1ccc2nc(SCCC#N)nc(C)c2c1
    9 | 3

For convenience, 6 of the compounds above:
Every second line gives: TAG inh | TAG inh DAPI viability
- COc1ccc(-c2oc3ccc(-c4cc(OC)c(OC)c(OC)c4)cc3c2C#Cc2ccccn2)cc1
    5 | i
- CC(OC(=O)C1=COCCO1)C(=O)Nc1ccc(Cl)cn1 (stereo not drawn)
    15 | -5
- Cc1ccc(S(=O)(=O)N2CCCN(C)c3nc4ccccc4nc32)cc1
    -23 | 11
- CCOC(=O)c1cc(C)n(Cc2ccccc2)c1C
    -1 | -10
- COc1cc(NC(=O)CCN2CCN(C)CC2)cc(OC)c1
    2 | 2
- CCN1C(=O)c2cccc3c(S(=O)(=O)Nc4c(C)n(C)n(-c5ccccc5)c4=O)ccc1c23
    -4 | 2
